yeast mec2-1 = NCI yeast anticancer drug screen, S. cerevisiae mec2-1 strain; % growth inhibition at 50 µM; actives 9% (n = 79,000);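 note: 0% = growth of vehicle-only cultures of the same strain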
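Mutant yeast (mec2-1) grown with compound; growth inhibition relative to vehicle control reported.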
yeast rad50 = NCI yeast anticancer drug screen, S. cerevisiae rad50 strain. growth inhibition, % at 50 µM. actives 10% (n = 79,000);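 note: 0% = growth of vehicle-only cultures of the same strain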
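Genetically altered yeast (DNA repair pathway); compound treatment; growth inhibition vs vehicle ctrl.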
bub3 = NCI yeast anticancer drug screen, S. cerevisiae bub3 mutant strain; % growth inhibition at 50 µM; actives 9.9% (n = 78,000); AID 167;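 note: 0% = growth of vehicle-only cultures of the same strain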
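Mutant yeast screening strain plus compound; vehicle-treated cultures serve as the 0% inhibition reference.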
yeast mlh1 rad18 = NCI yeast anticancer drug screen, S. cerevisiae mlh1 rad18 strain; growth inhibition, % at 50 µM; actives 11% (n = 79,000);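 note: 0% = growth of vehicle-only cultures of the same strain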
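Yeast w/ defined DNA-repair lesions; compound exposure; growth vs vehicle controls → % inhibition.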
sgs1 mgt1 = NCI yeast anticancer drug screen, S. cerevisiae sgs1 mgt1 strain; growth inhibition, % at 50 µM; actives 10% (n = 78,000); AID 161;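 note: 0% = growth of vehicle-only cultures of the same strain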
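Test agents were incubated with a DNA-repair-mutant yeast strain. Growth was then read and compared against vehicle-treated controls.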
cln2 rad14 = NCI yeast anticancer drug screen, S. cerevisiae cln2 rad14 strain; % growth inhibition at 50 µM; actives 8.3% (n = 78,000); AID 165;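 note: 0% = growth of vehicle-only cultures of the same strain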
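Yeast carrying cln2 and rad14 alterations (cell cycle control and DNA damage repair) were exposed to compounds. Growth inhibition was measured against vehicle-treated controls.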
Numbers without * were called inactive; & = joins results of further samples. Cut-off read from the data, not from the text of the source: active = growth inhibition above about 70%; inactive = the rest.

1. COC(=O)NS(=O)(=O)CC(=O)c1ccccc1
2. CCN(CC)Cc1ccccc1COC(=O)/C=C/c1ccccc1
3. S=C(Nc1ccccc1)Nc1ccccc1S
4. CCN(C)c1nc(N(C)CC)c2nc(N(C)CC)nc(N(C)CC)c2n1
5. CC(=O)Oc1ccc2c(OC(C)=O)c(C)cc(OC(C)=O)c2c1
6. Nc1ccc(S(=O)(=O)c2ccc(Nc3ccnc4cc(Cl)ccc34)cc2)cc1

compound no.,1,2,3,4,5,6
yeast mec2-1,0,13,-20,-3,6,14
yeast rad50,10,10,-15,2,26,23
bub3,1,13,15,-14,19,2
yeast mlh1 rad18,10,14,-19,-65,24,13
sgs1 mgt1,-2,12,7,18,21,5
cln2 rad14,9,7,-20,4,4,8

7. CC(C)(CCCCC(C)(C)C1NC(=O)N1)C1NC(=O)N1
8. COc1ccc2c(c1)C1(C)CCCC(C)(C(=O)O)C1C(Br)C2=O (stereo not given)
9. COc1ccc(C2=NN(c3nsc4ccccc34)C(=O)CC2)cc1
10. Cc1cc(C(=O)CBr)c(CN2C(=O)c3ccccc3C2=O)c(=O)n1C
11. Nc1ccc2ccccc2c1N=Nc1ccc(/C=C/c2ccc(N=Nc3c(N)ccc4ccccc34)cc2S(=O)(=O)O)c(S(=O)(=O)O)c1
12. O=C1c2ccccc2C(=O)c2c1sc1nc3ccccc3n21

compound no.,7,8,9,10,11,12
yeast mec2-1,-7,47,-14,12,18,19
yeast rad50,-43,70,51,63,23,13
bub3,-9,35,14,31,32,17
yeast mlh1 rad18,-43,72*,32,38,53,7
sgs1 mgt1,-68,84*,31,74*,62,-1
cln2 rad14,-47,37,9,2,7,2

13. COCn1cnc2c(F)ncnc21
14. CCCCOCN(COCCCC)C12CC3CC(CC(C3)C1)C2
15. NC(N)=NCCCC(N)C(=O)NCC(=O)NCC(=O)O (stereo not given)
16. CCOc1ccccc1NC(=O)Oc1ccc(SC)c(C)c1
17. CC(=O)Oc1ccc2c(c1)C(=O)c1nc(C)c(C)nc1C2=O
18. Cc1n[nH]c(=O)n1Nc1ccccc1

compound no.,13,14,15,16,17,18
yeast mec2-1,-1,9,8,3,27,-8
yeast rad50,4,5,12,9,51,13
bub3,-11,-17,17,18,10,2
yeast mlh1 rad18,-3,-30,5,-2,53,7
sgs1 mgt1,-5,-2,9,-9,45,9
cln2 rad14,-29,-2,21,3,16,13

19. CC1=CC(OC2CCCCO2)CC(C)(C)C1 (stereo not given)
20. CC1(C)OC2(C)CCC1C1C2N1C(=O)Nc1cccc(Cl)c1 (stereo not given)
21. C#CCOc1ccc(C(F)(F)F)cc1
22. CNc1ccccc1O
23. OC(CBr)C(F)(F)F (stereo not given)
24. COC(=O)c1c(C)nc(C)c(N=O)c1-c1ccccc1C(F)(F)F

compound no.,19,20,21,22,23,24
yeast mec2-1,-3,-14,-15,1,-4,6
yeast rad50,-5,-4,-8,8,8,6
bub3,0,-8,15,-5,-2,12
yeast mlh1 rad18,-5,-18,-2,13,27,-45
sgs1 mgt1,-11,-2,-2,8,4,7
cln2 rad14,-16,-2,-17,26,13,20

25. COc1cccc(N/C(C)=C2/CCOC2=O)c1
26. O=C(O)/C=C/c1ccccc1
27. O=C(O)/C=C\C(=O)Nc1ccc2c(c1)C(=O)c1cc(F)ccc1-2
28. C=C1C(=O)OC2CC3(C)C=CC(=O)C(=C)C3CC12 (stereo not given)
29. CC(=O)OC12CC(C)C3(O)C4C=C(C)C(=O)[C@@]4(O)CC(CO)=C[C@H]3C1C2(C)C (stereo not given in full)
30. c1ccc2cc3c(cc2c1)oc1cc2ccccc2cc13

compound no.,25,26,27,28,29,30
yeast mec2-1,-36,2&17,-3,21,-6,-9
yeast rad50,-10,42&15,29,7,-4,-14
bub3,-6,19&4,-37,27,7,-6
yeast mlh1 rad18,-8,32&22,4,23,2,-10
sgs1 mgt1,-20,8&28,-5,34,10,-5
cln2 rad14,17,7&15,68,40,5,-6

31. CCCCCC#CC(C)OC(=O)Nc1cccc2ccccc12 (stereo not given)
32. COC1C=CC2OC(c3ccccc3)OCC2O1 (stereo not given)
33. CN(C)CCCNc1c2ccccc2nc2cccc([N+](=O)[O-])c12
34. N#CC1CCCCC1=N (stereo not given)
35. O=C1C(O)CCN1Cc1ccccc1 (stereo not given)
36. N#C/C(=C/NC(=S)N=Nc1c(O)[nH]c2ccccc12)C(N)=O

compound no.,31,32,33,34,35,36
yeast mec2-1,13,9,93*,-9,2,-52
yeast rad50,-1,-16,89*,-11,-4,-34
bub3,13,10,91*,10,2,-1
yeast mlh1 rad18,-20,-2,90*,-21,1,-19
sgs1 mgt1,4,-10,93*,-14,2,-20
cln2 rad14,-34,-35,89*,12,-5,-7

Exported with bars between the fields: part of the list above
# | Structure | yeast mec2-1 | yeast rad50 | bub3 | yeast mlh1 rad18 | sgs1 mgt1 | cln2 rad14
23 | OC(CBr)C(F)(F)F (stereo not given) | -4 | 8 | -2 | 27 | 4 | 13
24 | COC(=O)c1c(C)nc(C)c(N=O)c1-c1ccccc1C(F)(F)F | 6 | 6 | 12 | -45 | 7 | 20
25 | COc1cccc(N/C(C)=C2/CCOC2=O)c1 | -36 | -10 | -6 | -8 | -20 | 17
26 | O=C(O)/C=C/c1ccccc1 | 2&17 | 42&15 | 19&4 | 32&22 | 8&28 | 7&15
27 | O=C(O)/C=C\C(=O)Nc1ccc2c(c1)C(=O)c1cc(F)ccc1-2 | -3 | 29 | -37 | 4 | -5 | 68
28 | C=C1C(=O)OC2CC3(C)C=CC(=O)C(=C)C3CC12 (stereo not given) | 21 | 7 | 27 | 23 | 34 | 40
29 | CC(=O)OC12CC(C)C3(O)C4C=C(C)C(=O)[C@@]4(O)CC(CO)=C[C@H]3C1C2(C)C (stereo not given in full) | -6 | -4 | 7 | 2 | 10 | 5
30 | c1ccc2cc3c(cc2c1)oc1cc2ccccc2cc13 | -9 | -14 | -6 | -10 | -5 | -6
31 | CCCCCC#CC(C)OC(=O)Nc1cccc2ccccc12 (stereo not given) | 13 | -1 | 13 | -20 | 4 | -34
32 | COC1C=CC2OC(c3ccccc3)OCC2O1 (stereo not given) | 9 | -16 | 10 | -2 | -10 | -35
33 | CN(C)CCCNc1c2ccccc2nc2cccc([N+](=O)[O-])c12 | 93* | 89* | 91* | 90* | 93* | 89*

Continuation.
37. CC(=O)NC(CCCNC(=O)OCc1ccccc1)C(=O)O (stereo not given)
38. Cc1ccc(NC(=S)NC=C(C(N)=O)C(N)=O)c(C)c1
39. O=C(NO)/C(CC(=O)c1ccc(O)cc1O)=N\O
40. CCOC(COc1ccc2ccccc2c1)OCC
41. C/C=C\COC(=O)C(C)OC(=O)OCC (stereo not given)
42. COC(=O)C(c1ccccc1)C(SCc1ccccc1)c1ccccc1 (stereo not given)

compound no.,37,38,39,40,41,42
yeast mec2-1,-16,-45,-6,0,12,1
yeast rad50,-18,-51,4,-19,14,3
bub3,-24,-16,-11,7,-1,-7
yeast mlh1 rad18,10,-13,17,-10,0,5
sgs1 mgt1,-15,-36,-9,1,5,-19
cln2 rad14,-4,-18,-1,-56,6,1

43. NC(=O)C1=CN(Cc2ccc(F)cc2)c2ccccc2C1
44. C=CCNC(=S)/N=C/C(C(=O)Nc1ccccc1)=C(/C)O
45. N#C/C(=C\n1ccc(=O)[nH]c1=S)C(=O)c1ccc2ccccc2c1
46. CN=c1ss/c(=N\C(=S)N(C)C)n1C1CCCCC1
47. C=C(C)C(=O)Oc1ccccc1/C=C/C(=O)CCCCCC
48. O=C(O)C1COCOC1c1ccccc1 (stereo not given)

compound no.,43,44,45,46,47,48
yeast mec2-1,2,-18,11,-1,-14,-10
yeast rad50,2,-56,8,-10,-8,-2
bub3,1,-51,14,0,-11,-4
yeast mlh1 rad18,-7,-21,6,21,4,7
sgs1 mgt1,-1,-41,-19,14,-20,3
cln2 rad14,-44,-27,16,13,-9,-15

49. CC(=O)NC1CC(=O)N(c2ccc(Cl)cc2)C1=O (stereo not given)
50. O=C(Oc1ccc(O)cc1)N(c1cccc2ccccc12)c1cccc2ccccc12
51. CCC(C=NCCBr)(CCC(=O)OC)CCC(=O)OC
52. CN(C)c1ccc(Sc2ccc3nc(N)nc(N)c3c2)cc1
53. O=C(C/C(=N/O)c1ccccc1)c1ccccc1
54. CCCC(P(c1ccccc1)c1ccccc1)P(=O)(c1ccccc1)c1ccccc1 (stereo not given)

compound no.,49,50,51,52,53,54
yeast mec2-1,12,18,16,89*,-5,39
yeast rad50,-3,38,-8,60,-15,63
bub3,12,66,12,22,5,59
yeast mlh1 rad18,-7,44,10,52,-2,29
sgs1 mgt1,-8,41,-14,60,-8,39
cln2 rad14,-9,22,-8,25,15,25

55. CN(C)N=Nc1cn(C)c(=O)n(C)c1=O
56. CC1(C)CCC(C)(C)C1C(=O)NC(O)C(=O)O (stereo not given)
57. O=C1c2ccccc2C(=O)N1C(CO)Cc1ccccc1 (stereo not given)
58. Cc1ccsc1C(=S)Nc1ccc(Cl)c(C(=O)OC(C(C)C)C(C)C)c1
59. CCCCCCC(=O)OCCN(CCOC(=O)CCCCCC)C(=O)C(C)OC(=O)CCCCCC (stereo not given)
60. O=C(NCCCNCCN1C(=O)c2cccc3cc([N+](=O)[O-])cc(c23)C1=O)c1cc(-c2ccccc2)nc2ccccc12

compound no.,55,56,57,58,59,60
yeast mec2-1,13,9,-4,-19,85*,91*
yeast rad50,5,-21,0,-8,92*,94*
bub3,-6,3,15,-19,98*,93*
yeast mlh1 rad18,-1,-10,-6,4,98*,98*
sgs1 mgt1,-4,-33,-13,-7,98*,94*
cln2 rad14,-68,-2,4,-3,66,94*

61. Brc1ccc2c(c1)oc1ccccc12
62. Cc1noc(-c2ccccc2)c1N=Nc1ccccc1
63. CCCCCCCCCCO/N=C\c1c2c(O)c3c(O)c(C)c4c(c3c1O)C(=O)C(C)(O/C=C\C(OC)C(C)C(OC(C)=O)C(C)C(O)C(C)C(O)C(C)/C=C\C=C(\C)C(=O)N2)O4 (stereo not given)
64. Cc1onc(-c2c(F)cccc2Cl)c1C(=O)OCc1c(F)cccc1Cl
65. N#CSCN1C(=O)C2CC=CCC2C1=O (stereo not given)
66. COc1ccc(C(=O)C(O)O)cc1

compound no.,61,62,63,64,65,66
yeast mec2-1,29,12,0,-2,97*,12
yeast rad50,-10,12,1,7,93*,7
bub3,2,45,-9,25,95*,-20
yeast mlh1 rad18,0,28,14,24,50,14
sgs1 mgt1,4,28,-20,21,50,9
cln2 rad14,-47,-34,-16,12,49,0

67. CCOP(=O)(OCC)c1nc(Cl)nc(Cl)c1SC(F)(F)F
68. Cc1ccc(C(=O)C[n+]2ccc3ccccc3c2)c(O)c1
69. COc1ccc(/C=C2\N=C(c3cc(OC)c(OC)c(OC)c3)OC2=O)cc1OC
70. ClCCCOc1c(Cl)cc(Cl)cc1Cl
71. OCCNC(=S)Nc1cccc(C(F)(F)F)c1
72. COC(=O)c1cc(OC)c2cccnc2c1Nc1ccccc1

compound no.,67,68,69,70,71,72
yeast mec2-1,11,-18,11,9,21,12
yeast rad50,33,-17,7,-7,21,-8
bub3,-4,-14,-2,1,16,11
yeast mlh1 rad18,25,1,25,27,34,-7
sgs1 mgt1,14,-20,8,-3,32,9
cln2 rad14,13,-52,30,30,7,1

73. O=C(COc1cccc(Cl)c1)Nc1ccc(C(=O)CCl)cc1
74. N#CCCC1(CCC#N)c2ccccc2C(=O)c2ccccc21
75. Cc1ccc(S(=O)(=O)OCC2C(c3ccccc3)CCC(c3ccccc3)C2COS(=O)(=O)c2ccc(C)cc2)cc1 (stereo not given)
76. O=c1cc(-c2ccccc2)oc2c1ccc1c(O)cccc12
77. CN1CCc2c1nc(-c1ccc(Cl)cc1)c1c2N(C)CC1
78. O=S(=O)(Oc1c(Cl)cc(Cl)cc1Cl)c1ccccc1

compound no.,73,74,75,76,77,78
yeast mec2-1,49,4,-5,-2,2,40
yeast rad50,24,-4,-6,11,5,10
bub3,47,3,4,32,-10,55
yeast mlh1 rad18,45,8,4,9,-7,64
sgs1 mgt1,36,3,-16,-7,0,66
cln2 rad14,12,-2,-29,22,9,-34

79. CCCN(CCC)CC(O)c1cccc2c1cc(Cl)c1ccccc12 (stereo not given)
80. CSC1=N/C(=C\c2ccc(C)cc2)C(=O)N1
81. Cc1cc(C(O)CCCc2ccccc2)cc(C)c1O (stereo not given)
82. CCOC(=O)C(C)(C(=O)OCC)C(C)Cc1cccc2ccccc12 (stereo not given)

compound no.,79,80,81,82
yeast mec2-1,100*,0,6,1
yeast rad50,100*,-35,38,-13
bub3,91*,-6,42,-7
yeast mlh1 rad18,100*,-10,5,-4
sgs1 mgt1,100*,20,4,-4
cln2 rad14,99*,1,34,-31
